Compound activity as filed in PubChem BioAssay.
PhoP inhibition = inhibitors of PhoP regulon expression, primary screen, Salmonella Typhimurium, GFP reporter (AID 1863). S. Typhimurium PhoP-regulated promoter GFP reporter, 4 h; higher % means a stronger effect. inhibition, % at 50 µM, or IC50 in µM where a hit was titrated. 300,000 compounds, 0.16% hits;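 active = inhibition over 29.93%, a cutoff 3 SD above the screen mean, later confirmed by dose response; inconclusive = inhibition over 29.93% but no dose response follow-up; inactive = inhibition at most 29.93% or unconfirmed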;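 note: 0% = low Mg2+ inducing control and 100% = high Mg2+ repressing control; strong numbers were not always called active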
SIAH1 antagonists = Siah-1 peptide-binding antagonists, primary screen, biochemical, fluorescence polarization, rhodamine-plectin, uHTS (AID 1817). Siah-1 / rhodamine-plectin peptide fluorescence polarization; higher % means a stronger effect. displacement, % at 20 µM, or IC50 in µM where a hit was titrated. 290,000 compounds, 0.02% hits;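 active = displacement of at least 50% at 20 µM, with a fluorescence ratio check between 0.3 and a set limit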;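 note: plate controls were Siah plus tracer with DMSO for no effect and tracer alone without Siah for full effect; strong numbers were not always called active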
West Nile virus CPE = West Nile virus antiviral activity, cell-based, CPE readout (AID 1621); West Nile virus-infected cells, CPE inhibition; higher % means a stronger effect; CPE inhibition, % at 10 µM, or IC50 in µM where a hit was titrated; 290,000 compounds, 0.02% hits; in the data active = a potency from the dose series; inconclusive = CPE inhibition mostly from about 3.7% at the one dose, without a potency; inactive = the rest, 99 in 100 with CPE inhibition below about 2.2%; note: strong numbers were not always called active
* marks the source's active call; other numbers are inactive results; u = inconclusive. An excerpt. The share of hits here may be higher or lower than overall.

Sequence of screens – PhoP inhibition	SIAH1 antagonists	West Nile virus CPE
CCN(CC)CC(O)CN1c2ccccc2Sc2ccccc21 (stereo not given)
  0%	-3%	0.1%
CN(C)Cc1c(C(=O)N/N=C/c2ccc(OCc3c(F)cccc3Cl)cc2)nnn1-c1nonc1N
  -6%	1%	1.4%
CCOC(=O)c1csc(N/N=C2\CCc3ccccc32)n1
  5%	3%	-0.7%
O=C(NC1CCN(Cc2ccccc2Cl)CC1)c1ccccc1
  -2%	1%	-0.4%
C=CCn1c(=O)c2ccccc2n2c(=S)[nH]nc12
  3%	0%	-0.7%
CCOc1cc(C2C(C(=O)OC)=CN(Cc3ccc(Cl)cc3)C=C2C(=O)OC)ccc1O
  1%	10%	-0.8%
COc1ccc(CS(=O)(=O)CC(C)(O)c2ccc(Cl)cc2)cc1 (stereo not given)
  -2%	-1%	-0.9%
Cc1ccc(C2=NN(CC(=O)NCCN(CC(C)C)CC(C)C)C(=O)CC2)cc1
  5%	-2%	-1.0%
COc1cccc(CN2CCNC(=O)C2CC(=O)N(C)CCC2CCOCC2)c1 (stereo not given)
  -2%	1%	0.0%
CCc1ccc(C2=NN(CCC(=O)NC3CCCCCC3)C(=O)CC2)cc1
  5%	1%	-0.3%
COc1ccc2c(c1)C(=O)CCC2c1ccccc1 (stereo not given)
  -1%	2%	0.1%
CC1(C)C(C=C(Cl)Cl)C1C(=O)Nc1ccc(S(=O)(=O)Nc2ncccn2)cc1 (stereo not given)
  0%	10%	-0.1%
CCc1ccccc1N(CC(=O)N1CCc2ccccc2C1)S(C)(=O)=O
  -7%	-2%	-0.1%
CC(CC(=O)Nc1ccc(F)cc1)S(=O)(=O)c1ccc2c(c1)NC(=O)CO2 (stereo not given)
  10%	-1%	-0.2%
C=C(C)CSc1nc2sc3c(c2c(=O)n1-c1ccccc1)CCN(C)C3
  -3%	1%	-1.0%
COc1ccc(CCC(=O)N2CCN(c3ccc([N+](=O)[O-])cc3)CC2)cc1OC
  -3%	0%	-1.5%
Cc1ccc(S(=O)(=O)N(CC(=O)Nc2cccnc2)c2ccc(Br)cc2)cc1
  -3%	-1%	-1.6%
COCC(CN1CCN(C2=NS(=O)(=O)c3ccccc32)CC1)OC(=O)c1ccc(OC)cc1 (stereo not given)
  -3%	3%	0.1%
Cc1ccccc1CN1CCN(c2nc3ccccc3s2)CC1
  15%	-4%	-0.1%
CCOc1ccc(OCCC(=O)OCC(=O)NC2CCCCC2)cc1
  -2%	7%	-0.1%
CC(C)c1nc2cc(C(=O)NC(c3cccnc3)C(F)(F)F)ccc2o1 (stereo not given)
  5%	-4%	0.2%
COc1ccc(NC(=O)CC(NC(C)c2ccccc2)C(=O)O)cc1 (stereo not given)
  3%	4%	0.4%
COC(CNC(=O)c1ccc2c(c1)nc(C)n2-c1cccc(C)c1)OC
  -1%	11%	-0.4%
NC(=O)C1CCCN(CC(=O)N2CCN(c3ccccc3)CC2)C1 (stereo not given)
  1%	4%	-0.6%
COc1ccc(/C=C2/C(=O)N(c3c(F)c(F)c(F)c(F)c3F)N=C2C)cc1
  1%	-1%	0.2%
CC(C)=CC(=O)N1CC[C@@H](N2CCN(c3ccccc3F)CC2)[C@H](O)C1
  6%	7%	-1.4%
CC1(C)NC(=O)N(CC(O)CN(c2ccccc2)S(=O)(=O)c2ccccc2)C1=O (stereo not given)
  -2%	1%	1.3%
Cc1ccc(CNC(=O)C2CCN(S(=O)(=O)c3ccc4c(c3)CC(C)N4C(=O)C3CC3)CC2)cc1 (stereo not given)
  -3%	4%	-0.1%
CN(C(=O)C1CCC(=O)N(Cc2ccccc2F)C1)C1CCOCC1 (stereo not given)
  -5%	1%	0.1%
CC(NC(=O)CCNS(=O)(=O)c1cccc2nonc12)c1ccccc1 (stereo not given)
  5%	-3%	-1.1%
COc1ccccc1N1CCN(c2nc(C)cc(C)c2C#N)CC1
  3%	12%	-1.6%
CCc1ccc(OCC(=O)NCC(c2ccc(Cl)cc2)N2CCCCC2)cc1 (stereo not given)
  -5%	3%	-0.6%
Cc1cc(C)cc(N2C(=O)CN(Cc3ccccc3)C2=S)c1
  -1%	4%	-1.5%
O=C(Nc1ccc(Cl)c(Cl)c1)N1CCOCC1
  6%	-5%	-0.8%
O=C(Nc1ccccc1F)c1ccc2c(c1)OCO2
  -7%	0%	0.4%
Cc1cc(=O)oc2c(C)c(OCC(=O)N3CCC(C(=O)O)CC3)ccc12
  6%	-2%	0.0%
O=C(N/C(=C\c1ccc(Cl)cc1)C(=O)N1CCOCC1)c1ccco1
  0%	-1%	-0.3%
CCn1nc(NS(=O)(=O)c2ccc(NC(C)=O)cc2)c2cc3ccccc3nc21
  3%	-5%	0.3%
CCOC(=O)C1CCN(Cc2cc(=O)oc3c(C)c(C)ccc23)CC1
  -1%	-2%	-0.1%
COc1ccc(Cl)cc1N(CC(=O)N1CCCC1)S(C)(=O)=O
  -5%	6%	0.4%
CC(C)c1ccc(NS(=O)(=O)c2ccc(-n3cccn3)cc2)cc1
  4%	-10%	0.5%
O=C(CNC(=O)C1COc2ccccc2O1)N/N=C/c1cc(Br)c(O)c(Br)c1 (stereo not given)
  -12%	-6%	-0.6%
Cc1ccc(NC(=O)c2cc(-c3ccc4c(c3)OCO4)on2)cc1C
  -11%	1%	-0.5%
CC(=O)Nc1ccc(S(=O)(=O)N2CCC3(CC2)OCCO3)cc1
  -1%	4%	1.1%
COc1ccc(CN(C(=O)c2snc(C(N)=O)c2N)C(CC(C)C)C(=O)NC2CCCCC2)cc1 (stereo not given)
  1%	-2%	1.0%
COc1ccc(OC)c(N(/C(N)=N/c2nc(C)cc(C)n2)S(=O)(=O)c2ccc(NC(C)=O)cc2)c1
  3%	-1%	-0.1%
CC(=O)c1cccc(NC(=O)c2cccc3ccccc23)c1
  -1%	-3%	0.1%
Cc1ccc(CNC(=O)[C@H](Cc2ccccc2)NC(=O)C2CCNCC2)cc1
  -1%	-3%	0.1%
CC(=O)N1CCN(C2=NC(=O)/C(=C/c3ccc(OS(=O)(=O)c4ccccc4)cc3)S2)CC1
  -5%	4%	0.7%
CSc1ccccc1NC(=O)c1noc(C)c1[N+](=O)[O-]
  1%	0%	-0.6%
CCOc1ccccc1N(C)S(=O)(=O)c1ccc2c(c1)N(C(C)=O)CCO2
  0%	-6%	0.4%
Cc1ccc(C(=O)Nc2ccccc2C(=O)NCc2cccnc2)cc1
  -7%	-4%	0.2%
CC(=O)c1cccc(N(C(=O)c2ccccn2)C(C(=O)NC2CCCCC2)c2ccccc2)c1 (stereo not given)
  3%	3%	-0.3%
COc1cccc2cc(-c3cc(=O)oc4ccc(OCC(C)=O)cc34)oc12
  4%	-4%	1.1%
COc1cccc(N2CCN(C(=O)CC(C)(C)CC3=NS(=O)(=O)c4ccccc4N3)CC2)c1
  2%	-2%	0.5%
COc1cccc(CNS(=O)(=O)c2ccc3c(c2)CC(C)N3C(=O)C2CCC2)c1 (stereo not given)
  -9%	10%	-0.5%
Cc1cc(NC(=O)CSCC(=O)OCc2nnc(-c3ccccc3)o2)no1
  7%	-2%	-0.3%
Cc1ccc2c(c1)N(CC(=O)N1CCCCCC1)C(=O)c1cccnc1O2
  0%	-2%	-0.2%
CCc1nn(CC(=O)NCCCN2CCOCC2)c(=O)c2cc3sccc3n12
  -11%	13%	-0.1%
COc1cc(/C=C/c2cc[n+](C)cc2)ccc1OCC(=O)Nc1ccccc1
  2%	-3%	0.6%

Later entries:
Sequence of screens – PhoP inhibition	SIAH1 antagonists	West Nile virus CPE
CCOC(=O)c1cnc2ccc(OC)cc2c1Nc1ccc(N2CCN(C)CC2)cc1
  0%	-3%	21%
Cc1[nH]c(C)c(S(=O)(=O)N2CCCCC2)c1C(=O)N1CCCC1
  -14%	4%	-0.3%
CCC(=O)N1CCc2cc(Br)cc(S(=O)(=O)N3CCCC(C(=O)NC(C)(C)C)C3)c21 (stereo not given)
  6%	-1%	1.2%
Cc1cc(-c2ccc(C(C)C)c(S(=O)(=O)N3CCOc4ccccc43)c2)on1
  5%	-4%	0.9%
COCCCN1C(=O)N(c2ccccc2)C(=O)C1CC(=O)Nc1ccccc1 (stereo not given)
  1%	0%	-0.3%
CCOC(=O)CNC(=O)C1CCN(S(=O)(=O)c2ccc(-c3nn[nH]n3)cc2)CC1
  2%	-7%	0.1%
Cc1cc(C(=O)NNC(=S)Nc2cccc(C(F)(F)F)c2)nn1C
  0%	-5%	-0.3%
O=C(NC1CCCC1)C(c1ccc(F)cc1)N(C(=O)c1csnn1)c1ccccc1F (stereo not given)
  1%	13%	-0.5%
Cc1nc2cc(NC(=O)c3ccc(S(=O)(=O)N(C)c4ccccc4)cc3)ccc2o1
  10%	-3%	-1.3%
Cc1ccccc1NC(=O)CSc1nnc(C)c2ccccc12
  -3%	2%	-0.8%
Cc1cc(C(F)(F)F)nc(SCCN2CCCCC2)c1C#N
  2%	-3%	-0.9%
COc1ccc2[nH]c(C(=O)N/N=C/c3ccc(O)cc3O)cc2c1
  6%	-16%	u
CCOc1ccccc1NC(=O)COC(=O)C1CCC1
  3%	1%	0.0%
CCCN(CCC)Cc1c(C(=O)N/N=C/c2ccncc2)nnn1-c1nonc1N
  8%	4%	0.6%
CN1CCN(C(=O)CCc2nnc3ccc(N4CCC5(CC4)OCCO5)nn23)CC1
  -3%	-1%	0.3%
COc1cc(/C=C(\NC(=O)c2ccccc2)C(=O)Nc2nccs2)ccc1OC(C)=O
  0%	2%	-0.3%
COc1ccccc1C(=O)N(Cc1ccc(C)o1)C1CCS(=O)(=O)C1 (stereo not given)
  4%	-2%	-0.1%
CCCOc1ccc(C(=O)N2CCN(Cc3ccc4c(c3)OCO4)CC2)cc1
  0%	1%	-1.2%
COc1ccc(CN(C(=O)c2cc3ccccc3oc2=O)C2CCS(=O)(=O)C2)cc1OC (stereo not given)
  2%	-2%	1.9%
COc1ccc(/C=C2\SC(=S)N(CCC(=O)NCCc3ccc(O)cc3)C2=O)cc1
  -1%	-5%	11%
Cc1ccc(NC(=O)NCc2cccnc2)cc1
  3%	4%	1.0%
CCOc1ccccc1/C=C(\C#N)C1=CCCC1
  -4%	5%	-0.3%
CCOC(=O)c1c(S(=O)(=O)NCC(=O)Nc2ccc(F)cc2)c(C)n(C)c1C
  -7%	0%	-0.1%
Cc1cccc(C(=O)N2CCc3cc(-c4csc(NC(=O)CN5CCCC5)n4)ccc32)c1
  13%	6%	0.4%
N=c1c(C(=O)NCC2CCCO2)cc2c(=O)n3ccccc3nc2n1Cc1ccco1 (stereo not given)
  -4%	-2%	-0.8%
COCCOC(=O)c1[nH]c2c(c1C)C(=O)CC(c1ccc(OC)cc1)C2 (stereo not given)
  11%	-2%	-0.7%
CC(=O)c1ccc(NC(=O)CCn2c(=S)oc3ccccc32)cc1
  17%	0%	0.5%
O=C(NNc1ccc([N+](=O)[O-])cc1[N+](=O)[O-])c1ccco1
  -1%	1%	-1.1%
Cc1cc(=O)oc2cc(OCC(=O)NC3CCN(Cc4ccccc4)CC3)c(Cl)cc12
  0%	9%	-0.4%
COC(=O)c1cc(-c2ccc(OC)c(OC)c2)c2c(=O)[nH]c(=O)n(C)c2n1
  8%	0%	-0.2%
Fc1ccc(CNc2ccc(N3CCN(Cc4ccccc4)CC3)cc2)cc1
  7%	-9%	u
